Vif-APOBEC3G blk = Vif-A3G binding inhibition. HeLa A3G-eYFP + Vif (tagged APOBEC3G with the HIV-1 protein that degrades it), YFP fluorescence, overnight. AID 602310. 410,000 compounds, 0.076% hits. Q9HC16. Potency, µM (series often up to 46.1 µM), for the others: at the highest dose activity, negative = active, actives largely listed as inhibitors;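 also: potency is read from the fitted curve at half-maximal effect; % is scaled to controls: 0 for no effect and ±100 for the full control effect; nearly all actives have a fitted effect of over 60% in size; hits raise eYFP signal because A3G escapes Vif-driven loss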
Target sequence (Q9HC16 whole entry, looked up): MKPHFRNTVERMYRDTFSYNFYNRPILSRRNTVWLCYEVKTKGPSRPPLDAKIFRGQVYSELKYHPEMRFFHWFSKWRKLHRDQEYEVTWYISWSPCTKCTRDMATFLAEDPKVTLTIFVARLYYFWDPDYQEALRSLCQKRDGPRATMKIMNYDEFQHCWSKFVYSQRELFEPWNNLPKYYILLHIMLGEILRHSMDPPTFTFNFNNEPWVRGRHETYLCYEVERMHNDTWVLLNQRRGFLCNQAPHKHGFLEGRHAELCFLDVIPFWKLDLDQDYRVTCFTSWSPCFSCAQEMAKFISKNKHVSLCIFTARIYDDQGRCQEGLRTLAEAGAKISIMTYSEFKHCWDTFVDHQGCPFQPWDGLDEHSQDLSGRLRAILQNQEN
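Read-out is eYFP fluorescence (Ex 488/Em 500-530) from Vif-expressing HeLa A3G-eYFP cells; more signal means A3G escaped Vif-mediated degradation. Cells plated overnight, compound pinned in, incubated overnight at 37 deg C.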
Glioma ERSR ind = inducers of ER stress response in human glioma cells; U87-MG GRP78 promoter luciferase reporter, 16 h; Potency, µM, inactives show top-dose activation, usual class: activators; 420,000 compounds, 0.02% hits; also: potency is read from the fitted curve at half-maximal effect; series mostly up to about 76 µM; % of control where 0% means no effect; nearly all actives have a fitted effect of over 35% in size
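ERSR induction read as luciferase luminescence (Bright-Glo, 10 min at room temperature) in stably transfected human U87-MG glioma cells exposed to compounds for 16 h, using GRP78 as sensor.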
USP1 inh = inhibitors of human USP1/UAF1 deubiquitinase | recombinant USP1/UAF1, Ub-Rhodamine cleavage fluorescence | 390,000 compounds, 0.23% hits | Potency, µM (titrated, usually from 57.1 µM), for the others: at the top dose activity change, negative = inhibition, actives largely listed as inhibitors | O94782; also: potency is read from the fitted curve at half-maximal effect; % is scaled to controls: 0 for no effect and ±100 for the full control effect; nearly all actives have a fitted effect of over 60% in size; inactives centre near -12
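Step one: compound is pinned into 1nM USP1/UAF1 in HEPES pH 7.8 buffer with TCEP. Step two: 15 min room-temperature incubation. Step three: Ub-Rho (150nM final) starts cleavage, tracked by fluorescence over six one-minute reads.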
Vif-APOBEC3F blk = blocks the Vif interaction with APOBEC3F. 390,000 compounds, 0.2% hits. HeLa A3F-eYFP + Vif (tagged APOBEC3F with the HIV-1 protein that degrades it), YFP fluorescence increase. Potency, µM (titrated, usually from 46.1 µM), for inactives: at the top dose activity, negative = active; also: potency is read from the fitted curve at half-maximal effect; % of control where 0% means no effect; nearly all actives have a fitted effect of over 65% in size
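HeLa cells stably expressing Vif plus C-terminally eYFP-tagged A3F were seeded, incubated overnight at 37 deg C, dosed with compound, incubated overnight again at 37 deg C. Yellow fluorescence (Ex 488/Em 500-530) reported blocked Vif-mediated A3F-eYFP degradation.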
IDH1 R132H inh = human IDH1 R132H inhibition; O75874; IDH1-R132H enzyme, NADPH consumption, diaphorase/resazurin fluorescence; Potency, µM (doses to about 76.6 µM), for inactives: at the top dose activity change, negative = inhibition, usual class: inhibitors; 390,000 compounds, 0.093% hits; also: potency is read from the fitted curve at half-maximal effect; % is scaled to controls: 0 for no effect and ±100 for the full control effect; nearly all actives have a fitted effect of over 65% in size
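IDH1-R132H (0.5 ug/mL dispensed) in pH 7.5 Tris buffer was preincubated 30 min with compound, then given a substrate mix of 0.016 mM NADPH and 2 mM alpha-KG for 80 min at room temperature; remaining NADPH was read by diaphorase/resazurin fluorescence.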
LDHA inh = blocks human lactate dehydrogenase A | P00338 | purified LDHA, NADH/diaphorase-resazurin fluorescence; stronger effect = lower value | activity change, % (values are at about 110 or 230 µM) | 480,000 compounds, 0.15% hits | AID 1347041; in the data active = activity change below about -30%; inconclusive = mostly about -25% to -30%;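 also: plate controls were DMSO wells for no effect and wells without enzyme for full effect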
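Human LDH5 (2 nM) was incubated with 0.06 mM NADH and 0.2 mM pyruvate for 5 min at room temperature in Tris pH 7.4. Remaining NADH was coupled through diaphorase/resazurin, and resorufin fluorescence was read at 0 and 20 min.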
TrxR1 substrate = substrates of rat thioredoxin reductase 1. purified TrxR1 substrate turnover, NADPH consumption readout. 390,000 compounds, 0.01% hits. Potency, µM (titrated, usually from 114 µM), inactives show at the top dose activity change, negative = substrate turnover; also: potency is read from the fitted curve at half-maximal effect; % is scaled to controls: 0 for no effect and ±100 for the full control effect; nearly all actives have a fitted effect of over 50% in size
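Rat TrxR1, dispensed at 90 nM, was prereduced with 400 uM NADPH (final) for 5 min at ~22 deg C, then incubated with compound 15 min before 400 uM selenite. A first-read NADPH fluorescence drop versus no-compound background flagged substrates.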
PI4K2A block = inhibitors of human PI4K2A; purified PI4K2A, ADP-Glo luminescence, 1 h; stronger effect = lower value; Q9BTU6; 420,000 compounds, 0.13% hits; activity change, negative = inhibition, % at 76.9 µM; in the data active = activity change below about -50%; inconclusive = mostly about -30% to -49%;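 also: -100% = wells without enzyme as full effect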
Target sequence (Q9BTU6 whole entry, looked up): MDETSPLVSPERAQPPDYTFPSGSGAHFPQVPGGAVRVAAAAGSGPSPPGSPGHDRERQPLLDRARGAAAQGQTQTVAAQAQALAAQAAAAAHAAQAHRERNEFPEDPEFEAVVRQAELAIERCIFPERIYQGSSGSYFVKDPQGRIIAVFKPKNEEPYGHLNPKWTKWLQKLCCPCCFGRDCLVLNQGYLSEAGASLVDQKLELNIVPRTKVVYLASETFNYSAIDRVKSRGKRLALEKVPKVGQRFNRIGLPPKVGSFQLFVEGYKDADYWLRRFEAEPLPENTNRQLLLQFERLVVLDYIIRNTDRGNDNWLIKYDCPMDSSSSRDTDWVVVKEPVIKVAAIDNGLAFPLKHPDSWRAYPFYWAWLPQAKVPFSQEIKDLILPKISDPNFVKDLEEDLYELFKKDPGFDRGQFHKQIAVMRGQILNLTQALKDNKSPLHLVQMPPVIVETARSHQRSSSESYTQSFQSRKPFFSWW
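PI4K2A activity was measured by ADP-Glo luminescence: enzyme (4 ug/mL stock) and phosphatidylinositol (1.2 mM stock) in Tris pH 7.5/MgCl2/EGTA/Triton X-100 buffer were reacted with ATP (300 microM stock) for one hour at ambient temperature.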
RXFP1 ag = RXFP1 (human) receptor agonism; Q9HBX9; HEK293T-RXFP1 cAMP TR-FRET, 30 min; response scale: percent of porcine relaxin response, buffer zero; Potency, µM (top dose mostly 57.5 µM), without a hit: at the highest dose activation, usual class: activators; 370,000 compounds, 0.3% hits; AID 2676; also: potency is read from the fitted curve at half-maximal effect; % is scaled to controls: 0 for no effect and ±100 for the full control effect; nearly all actives have a fitted effect of over 60% in size; many of its hits are not listed in these tables
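HEK293 cells stably expressing RXFP1, treated 30 min at 37C with compounds plus PDE4 inhibitor Ro 20174; cAMP measured by HTRF TR-FRET. Normalized to buffer and 29 nM porcine relaxin; EC50 by Hill fit.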
* marks the source's active call; other numbers are inactive results; ? = inconclusive; · = no result given; [ ] = another dose, or the depositor's remark. Unless noted, calls follow the shape of the dose curve; as a rule, active = well fitted curve in the direction sought with a large enough effect; inconclusive = small, poorly fitted or top-dose-only effect, or another doubt; inactive = no such curve, though single readings can be large; an effect the other way counts as inactive or inconclusive.

SMILES | Vif-APOBEC3G blk | Glioma ERSR ind | USP1 inh | Vif-APOBEC3F blk | IDH1 R132H inh | LDHA inh | TrxR1 substrate | PI4K2A block | RXFP1 ag
CCC(Oc1ccc2ccccc2c1)C(=O)O (configuration not stated) | -6% | -4% | -4% | 3% | 5% | -1 | -10% | 4 | 0.5%
O=C(/C=C/c1ccccc1)c1ccc2c(c1)OCCCCO2 | -18% | ? | -18% | 2% | 0% | -3 | -2% | -18 | 2.9%
O=C(CNc1cccc(S(=O)(=O)N2CCCCCC2)c1)Nc1cccc([N+](=O)[O-])c1 | 0% | -3% | -25% | 5% | 2% | 0 | -6% | -2 | -3.1%
Cc1cccc(NC(=O)CN2C(=O)S/C(=C\C(=O)Nc3ccc(Cl)cc3)C2=O)c1 | 0% | -1% | -8% | -13% | 5% | -2 | 0% | -4 | 0.7%
O=C(Nc1ccc(C(=O)OCc2cc(=O)n3nc(C4CC4)sc3n2)cc1)c1ccc(F)cc1 | -5% | -4% | 2% | 4% | 12% | 0 | 4%[57.1 µM] | 0 | 3.4%
CC(OC(=O)c1ccccc1C(=O)O)c1ccccc1 (configuration not stated) | 1% | -5% | 3% | 8% | 7% | -2 | 8%[11.4 µM] | 1 | ·
COc1ccc(CCNC(=O)c2nonc2N)cc1OC | 0% | 0% | 2% | 0% | 1% | -6 | -10% | -1 | 0.5%
CCOCCCNC(=O)C1c2ccccc2Oc2ccccc21 | 0% | -2% | -16% | 9% | 4% | -2 | -2% | 2 | 1.0%
O=C1CCCN1CC(=O)N1CCCC(Nc2cccc(F)c2)C1 (configuration not stated) | 1% | -4% | -1% | 8% | 7% | 4 | 1% | 6 | 0.4%
CC(C)C(=O)Nc1ccc2c(c1)nc1n2CCSC1 | 1% | 1% | -18% | 0% | -1% | 1 | 8% | -3 | 0.0%
Cc1nnc(NC(=O)CSc2ccc(-c3ccc(Cl)cc3)nn2)s1 | -24% | 0% | -2% | -2% | 9% | -3 | 5%[57.1 µM] | -1 | 18%
Cc1cc(C(=O)N2CCC(C(N)=O)CC2)c(C)o1 | 1% | 2% | -1% | -5% | -6% | -6 | -3% | -2 | 0.1%
CC(C)NS(=O)(=O)c1ccc(CCC(=O)N2CCCC2)cc1 | -1% | -3% | -8% | -3% | 0% | -7 | 7% | 2 | -0.7%
C(=C\c1ccccc1)/CN1CCN(C(c2nnnn2C2CCCC2)C2CC2)CC1 (configuration not stated) | -3% | -5% | · | · | · | -5 | · | 2 | ·
CCOc1ccc(Nc2ccc(N3C(=O)CCC3=O)cc2[N+](=O)[O-])cc1 | -1% | -2% | -23% | 3% | 3% | -3 | 5% | 3 | -1.2%
O=C(COc1ccc(F)cc1)N1CCC(c2ccccc2)C1 (configuration not stated) | 0% | 5% | -5% | -6% | 3% | -12 | 2% | -7 | 0.1%
COc1ccc(C)c2sc(N(Cc3cccnc3)C(=O)CCc3ccccc3)nc12 | -2% | -2% | -8% | -10% | -15% | -3 | 1%[57.1 µM] | -2 | 1.3%
O=c1c2ccccc2n2c(-c3ccccc3F)nnc2n1CCc1ccccc1 | -2% | -1% | -5% | -8% | 0% | -16 | -8% | 2 | -3.8%
CC(C)(C)c1ccc(C(=O)c2c[nH]c(C(=O)NCCCN3CCOCC3)c2)cc1 | -1% | -4% | -11% | 6% | 8% | -1 | 5% | -5 | -0.2%
COc1cc(OC)c(/C=C/c2nccc3ccccc23)c(OC)c1 | ? | -4% | · | · | · | 17 | -13% | · | ·
O=C(NCCC1=CCCCC1)C1CCN(c2nc3ccccc3o2)CC1 | -3% | -4% | -7% | 2% | 2% | -7 | 8%[57.1 µM] | 6 | -1.2%
Cc1ccc(/C=N/NC(=O)c2nnn(-c3nonc3N)c2CN(C)C)s1 | -1% | 0% | -10% | -12% | -5% | -5 | -3% | -1 | -1.4%
CC1CCC(NC(=O)c2ccc3c(c2)N(Cc2cccc(F)c2)C(=O)c2ccccc2S3)CC1 (configuration not stated) | 3% | 2% | ? | -10% | -4% | -11 | -12%[57.1 µM] | -7 | 8.4%
Cc1cccc(OCc2nc3c4c(ncn3n2)-c2ccccc2CC42CCCC2)c1 | 1% | -2% | -20% | 3% | 6% | -1 | 6% | 1 | -0.6%
COc1ccc(Cl)cc1N1C(=NC(=O)C2CCCCC2)SC2CS(=O)(=O)CC21 (configuration not stated) | 0% | -4% | -11% | 5% | 20% | -8 | -10% | -21 | -1.2%
O=C(NNS(=O)(=O)c1ccc(Br)cc1)NC1CCCCC1 | 0% | -5% | -7% | -2% | 6% | -8 | 10% | -2 | -0.9%
O=C(NCc1ccccn1)C(=O)N/N=C/c1ccc2c(c1)OCO2 | 0% | 4% | -19% | 2% | 7% | 1 | ? | -2 | -0.6%
Cc1cc(NC(=O)CSc2nnc(-c3ccco3)n2Cc2ccco2)no1 | -2% | -8% | -7% | 4% | 7% | -4 | -5% | -4 | 3.0%
O=C(NCc1ccncc1)C1CCCN(S(=O)(=O)c2ccc(Br)cc2)C1 (configuration not stated) | 0% | -3% | -5% | 5% | 5% | -1 | -9% | 3 | -0.7%
C/C(=N\NC(=O)Cc1ccc(F)cc1)c1ccc(F)cc1 | 5% | -3% | -22% | -2% | 2% | -3 | 4% | -4 | -0.2%
O=C(NCc1cccnc1)c1ccccc1CCc1ccccc1 | 1% | -3% | 2% | -5% | 2% | -3 | -2% | -1 | -0.4%
Clc1ccc(OCCn2cnc3ccccc32)c(Cl)c1 | -3% | 7% | -13% | -3% | 4% | -7 | 9% | 7 | -0.9%
CC(=O)NC(c1ccc([N+](=O)[O-])cc1)c1c(O)ccc2ccccc12 (configuration not stated) | -13% | -2% | -12% | -13% | -7% | -2 | -2% | -4 | 3.0%
C[n+]1c(-c2ccccc2)sc([S-])c1-c1ccccc1 | 1% | -4% | -10% | 1% | 8% | -7 | 0%[57.1 µM] | 0 | ·
O=C(/C=C/c1ccc(F)cc1)c1cc(Br)ccc1O | -5% | 6% | -26% | -5% | 5% | 3 | 1% | 10 | 3.9%
COc1cccc(NC(=O)CN(C)C(=O)c2ccccc2OCC(=O)Nc2cccc(C(F)(F)F)c2)c1 | -2% | -4% | -8% | -7% | 6% | -1 | -5% | -14 | 0.8%
CCCN(CCC)S(=O)(=O)c1ccc(C(=O)NCc2ccc3c(c2)OCO3)cc1 | 0% | -3% | -23% | -2% | 2% | -1 | 2%[57.1 µM] | -1 | 0.7%
CCOC1(OCC)C(c2ccc(N)cc2)C(C#N)(C#N)C1(OCC)OCC (configuration not stated) | 2% | -4% | ? | 4% | -3% | 3 | -9% | 0 | 2.6%
C=CCN(c1ccccc1Cl)S(=O)(=O)c1cccc(C(=O)NCCc2ccc(OC)cc2)c1 | 0% | -6% | -7% | -6% | 1% | -1 | -5% | -2 | -2.6%
Cc1ccc(NC(=O)Nc2ccc3c(c2)OCO3)c(Br)c1 | -6% | ? | -27% | 2% | 14% | 0 | 9% | -6 | 2.2%
O=C1CCCN1CN1CCCCC1 | 1% | -2% | -4% | -8% | 6% | ? | 8%[57.1 µM] | -7 | 0.5%
COc1ccccc1N1CCN(C(=O)Cn2c(=O)nc(-c3ccccc3)c3ccccc32)CC1 | -17% | -4% | -8% | 0% | -10% | -8 | 3%[57.1 µM] | 3 | 0.5%
Clc1ccccc1-c1nnc2sc(-c3ccncc3)nn12 | 0% | 0% | -17% | 2% | -10% | -4 | 10%[57.1 µM] | -9 | 5.3%
O=C(N1CCCCCC1)n1c(Cc2ccccc2)nc2ccccc21 | 2% | -3% | -2% | 0% | 3% | -5 | 10%[57.1 µM] | 2 | -0.2%
O=C(c1cc(-c2ccccc2)nc2ccccc12)N1CCCc2ccccc21 | -1% | -9% | -15% | 5% | 1% | -2 | -12% | -6 | 5.8%
COc1cc2[nH]c(=O)c(C(=O)NCc3ccccc3Cl)c(O)c2cc1OC | -3% | -3% | -14% | -18% | 3% | -5 | 10% | 16 | 7.7%
Cc1cc2oc(=O)c(CC(=O)NCCc3ccccc3F)c(C)c2c2occ(C(C)(C)C)c12 | 8% | 1% | -10% | 8% | 17% | 2 | 9% | 1 | -0.1%
CC1=C(C(=O)N(C(C)C)C(C)C)CC(CC(=O)NC(c2ccccc2)c2ccccc2)C(=O)N1CCCN1CCCC1=O (configuration not stated) | -4% | 1% | · | · | · | -6 | · | 4 | ·
Cc1ccc(C(=O)c2oc3ccccc3c2NC(=O)c2cc(=O)c3ccccc3o2)cc1 | -1% | -2% | -24% | 4% | -16% | 3 | 2% | 0 | -1.2%
COc1cc(-c2noc(C)c2C(=O)NCCc2cccs2)cc(OC)c1OC | 0% | 13% | -29% | -10% | -2% | -4 | 2%[57.1 µM] | -1 | ·
Cc1ccc2nc(CSc3nnc(-c4ccco4)o3)cc(=O)n2c1 | 2% | 1% | -19% | -4% | 8% | 6 | -2% | -4 | 17%
C=CCOc1c(Br)cc(C2C3=C(CCCC3=O)N(C)C3=C2C(=O)CCC3)cc1OCC | -1% | -5% | -18% | 4% | 0% | -8 | 65%[activator][57.1 µM] | -4 | 5.4%

Assay outcomes (PubChem)

Not all compounds are listed (hit frequency here may not be typical).
